# Screens (PubChem)
# NPY2 pot ag = NPY-Y2 potentiators or agonists, primary screen, cell-based; cells expressing NPY-Y2, potentiator/agonist read-out; activation, % at 3.6 µM; Neuropeptide Y receptor type 2 (Homo sapiens), P49146; hit rate 0.45% among 220,000; in the data active means activation above about 27%;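 further: cells stimulated with NPY near EC25 plus isoproterenol at EC100; 0% = vehicle plus submaximal agonist and 100% = vehicle plus saturating agonist; some results beyond the cut were filed as inactive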
# Target sequence (P49146 whole entry, looked up): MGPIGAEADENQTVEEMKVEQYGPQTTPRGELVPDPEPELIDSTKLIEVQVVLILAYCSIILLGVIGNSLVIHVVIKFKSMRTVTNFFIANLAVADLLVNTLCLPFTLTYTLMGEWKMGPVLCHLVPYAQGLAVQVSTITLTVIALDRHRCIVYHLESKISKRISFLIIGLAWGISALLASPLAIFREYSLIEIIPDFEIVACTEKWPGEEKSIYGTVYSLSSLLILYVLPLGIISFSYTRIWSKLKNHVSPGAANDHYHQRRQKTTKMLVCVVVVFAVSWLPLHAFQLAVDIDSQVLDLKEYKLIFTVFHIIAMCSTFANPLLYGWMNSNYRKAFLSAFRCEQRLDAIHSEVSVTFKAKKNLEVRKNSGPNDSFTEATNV
# NCF1 inh = p47phox/p22phox peptide binding inhibitors, primary screen, biochemical, uHTS, NADPH oxidase regulatory subunit; fluorescence polarization, 2 h; inhibition, % at 24.7 µM; Neutrophil cytosol factor 1 (Homo sapiens), P14598; hit rate 0.53% among 220,000;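 active means inhibition above about 30%, limit read from the data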;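 further: 0% = p47phox with labelled peptide and 100% = labelled peptide alone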
# NPY Y1 blocker = NPY-Y1 receptor antagonists, primary screen, cell-based | HEK293-CNG Y1 cells, membrane potential fluorescence; NPY at EC95, then isoproterenol | inhibition, % at 3.6 µM | hit rate 1% among 200,000;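 active means inhibition above the campaign mean inhibition of all tested compounds plus 3 SD, cut at about 20% in these data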;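 further: 0% = DMSO wells given NPY plus isoproterenol and 100% = isoproterenol alone without NPY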
# Target sequence (P25929 whole entry, looked up): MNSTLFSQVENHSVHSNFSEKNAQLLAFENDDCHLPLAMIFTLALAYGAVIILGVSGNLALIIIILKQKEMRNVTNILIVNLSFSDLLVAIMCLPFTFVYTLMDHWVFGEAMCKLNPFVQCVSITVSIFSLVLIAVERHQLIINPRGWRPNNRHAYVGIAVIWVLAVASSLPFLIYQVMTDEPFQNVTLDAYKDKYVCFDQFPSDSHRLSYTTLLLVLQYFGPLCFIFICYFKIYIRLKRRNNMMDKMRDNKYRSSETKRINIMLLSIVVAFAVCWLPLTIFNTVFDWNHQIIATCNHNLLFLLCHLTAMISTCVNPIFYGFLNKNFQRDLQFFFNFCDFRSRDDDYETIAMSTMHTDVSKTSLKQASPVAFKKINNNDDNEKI
#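 Assay system: HEK293 cells with Y1 receptor plus CNG channel | Probe or stimulus: NPY (25 nM), isoproterenol (1 µM), Ro 20-1724 (25 µM) | Timing: Compound incubation 1 h at room temperature, readout 45 min post-stimulation | Measured by: Membrane-potential fluorescent dye readout | Benchmarks: High control isoproterenol alone, low control NPY with isoproterenol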
# NPY-Y1 PAM-ag = NPY-Y1 receptor potentiators or agonists, primary screen, cell-based. Neuropeptide Y receptor type 1 (Homo sapiens), P25929. NPY-Y1 expressing cells, potentiator/agonist activation. activation, % at 3.6 µM. hit rate 0.37% among 220,000. AID 1304, 2008; in the data active means activation above about 33%, passing the limit was not always enough;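 further: cells stimulated with NPY at EC10 then isoproterenol at EC100; 0% = low agonist plus stimulus and 100% = saturating agonist plus stimulus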
# BaF3 tox = parental Ba/F3 cell viability inhibition, counter-screen for JAK2V617F inhibitor project, murine pro-B, CellTiter-Glo luminescence. CellTiter-Glo ATP luminescence. hit rate 1.1% among 220,000. AID 1486, 2009. inhibition, % at 5.6 µM;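 active means inhibition above a per-campaign cutoff, the mean inhibition of all tested compounds plus 3 SD, cut at about 27% in these data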;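 further: 0% = DMSO wells and 100% = JAK Inhibitor I control wells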
# Ba/F3 V617F tox = reduced viability of JAK2V617F-dependent Ba/F3 cells, primary screen, JAK2V617F inhibitor project, cell-based, Ba/F3 EpoR-JAK2V617F, luminescence. ATP luminescence. inhibition, % at 5.6 µM. hit rate 1.1% among 220,000. AID 1446, 2008;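 active means inhibition above the campaign mean plus 3 SD over all tested compounds, cut at about 24% in these data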;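 further: cytokine-independent growth of Ba/F3 cells driven by EpoR plus mutant JAK2; 0% = DMSO-treated cells and 100% = JAK inhibitor I control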
# S1P4 ag = S1P4 receptor agonists, primary screen, cell-based. AID 1509, 2009. hit rate 0.35% among 220,000. Sphingosine 1-phosphate receptor 4 (Homo sapiens), O95977. activation, % at 4.98 µM. S1P4-expressing cell line, agonist reporter assay; in the data active means activation above about 11%;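 further: 0% = DMSO vehicle and 100% = reference agonist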
# S1P4 antagonist = S1P4 receptor antagonists, primary screen, cell-based | Sphingosine 1-phosphate receptor 4 (Homo sapiens), O95977 | S1P4-expressing cells, antagonist mode, reporter read-out | inhibition, % at 4.98 µM | hit rate 0.26% among 220,000 | AID 1510, 2009; in the data active means inhibition above about 29%;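 further: 0% = wells stimulated with agonist and 100% = vehicle wells without agonist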
# CHOP inh = inhibitors of CHOP promoter induction, primary screen, cell-based, unfolded protein response, luciferase reporter; hit rate 3.8% among 220,000; CHO-K1 CHOP-promoter luciferase, tunicamycin-induced, 15-18 h; inhibition, % at 10 µM;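 active means compounds that reduced the stress-induced luciferase reporter signal by more than about 70% of percent inhibition, limit read from the data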;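 further: 0% = tunicamycin plus vehicle and 100% = wells without tunicamycin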
# * = called active by the depositor; x = no result given.
SMILES,NPY2 pot ag,NCF1 inh,NPY Y1 blocker,NPY-Y1 PAM-ag,BaF3 tox,Ba/F3 V617F tox,S1P4 ag,S1P4 antagonist,CHOP inh
O=[N+]([O-])c1ccc2nc(-c3ccccc3)n(OCc3ccc(Cl)cc3)c2c1,-0.3,-18.1,9.1,-1.4,1.8,-4.0,-0.9,-9.2,29.0
COc1ccc2[nH]c(C)c(CCN(Cc3cccs3)C(=S)Nc3ccccc3OC)c2c1,-9.9,-49.4,5.1,12.4,26.4,10.2,-0.6,-17.8,31.1
CCOC(=O)C1=C(CSc2nc(CC)c(C)cc2C#N)OC(N)=C(C#N)C1c1ccccc1 (stereo not given),-0.2,-91.2,3.5,-17.3,3.8,-2.2,-3.3,-12.6,41.9
CCCCCCC1CC(C)(C(=O)CNc2nncs2)OC1=O (stereo not given),-2.4,-21.8,2.7,15.4,4.0,-0.5,-0.8,-12.0,27.9
Cc1ccsc1CNC(=O)c1c(-c2ccccc2)noc1C,9.1,-8.2,x,0.4,-1.6,-0.8,1.0,12.1,-4.2
CCOC(=O)c1c(C)[nH]c(C(=O)Nc2ccc3c(c2)OCO3)c1C,6.0,-10.3,1.8,-12.4,4.3,-1.3,-0.7,-8.4,9.3
O=C(NCc1cccs1)c1cc(-c2ccc(O)cc2)on1,-4.3,-14.7,x,-8.9,4.9,-5.1,-0.3,8.4,-1.1
O=c1c2ccccc2nc(CSc2nnnn2-c2ccccc2)n1-c1ccccc1,1.5,8.1,0.4,1.3,6.1,1.0,-1.3,-6.1,32.4
CCOc1c(Cl)cc(/C=N/O)cc1OC,1.1,1.8,3.6,-18.1,3.4,-4.3,-1.2,11.5,10.4
COCc1cc(CN2CCN(C)CC2)c(O)c2ncccc12,2.9,-1.0,1.7,9.2,1.7,-5.0,-3.5,-6.3,-239.9
COC(=O)[C@H](CCSC)NC(=O)c1cccnc1SC,5.8,-0.4,x,15.5,0.5,0.7,1.5,-1.6,-7.2
Oc1ccc(/C=N/Nc2ccc3ccccc3c2)c(O)c1,-3.1,6.2,1.2,16.7,7.6,0.6,0.9,-19.2,56.2
C=C(C)CNC(=S)NNC(=O)CCn1c2cc(Cl)ccc2c2ccc(Cl)cc21,15.2,-26.2,5.7,6.2,6.9,3.5,0.3,-6.1,50.2
CC1CC(C)CN(C(=O)c2cn(C)c3ccc(S(=O)(=O)N(C)C)cc3c2=O)C1 (stereo not given),-4.3,-15.3,-6.0,7.6,-1.9,-3.2,-1.9,-4.9,14.6
C=CCNC(=O)c1c(N)n(-c2cccc(S(N)(=O)=O)c2)c2nc3ccccc3nc12,21.0,-11.7,-9.7,-2.1,6.0,0.8,2.7,-1.6,24.4
COC(=O)C(C(=O)Nc1cccc(Cl)c1C)C1CCCC1 (stereo not given),8.3,1.8,5.6,0.2,-2.3,-4.6,0.5,-16.6,-26.7
Cc1ccc(S(=O)(=O)N(C)c2nonc2C)cc1,-13.0,-12.7,10.5,-40.2,4.8,1.5,0.9,-1.5,43.2
CCN(CC)C(=O)CN(c1cc(Cl)ccc1OC)S(=O)(=O)c1ccc(C)c([N+](=O)[O-])c1,1.0,3.4,11.0,-2.4,3.4,-0.5,-1.4,-4.8,1.8
Cc1nnc(SCC(=O)NC(C)c2ccccc2)[nH]c1=O (stereo not given),-5.6,7.9,-5.5,-12.8,2.6,-2.0,1.1,-29.9,21.3
O=C(Nc1nnc(-c2ccco2)o1)c1ccc(Cl)cc1,-12.7,x,-0.4,1.1,1.6,-4.7,-0.6,-20.6,-12.7
COc1ccc(-c2nc(-c3ccccc3)no2)c(OC)c1,-9.1,-10.2,4.7,-4.9,7.7,5.6,-0.1,1.6,81.4*
CCCNC1=C(N(C(C)=O)c2cccc(F)c2)C(=O)c2ccccc2C1=O,-0.4,8.5,8.5,-14.3,104.5*,101.1*,2.0,-58.5,-23.9
O=C(c1cccnc1)N(c1cc2sc(=O)oc2c2ccccc12)S(=O)(=O)c1ccccc1,-13.9,-1.7,-0.5,-12.7,12.4,5.0,0.0,-9.1,37.0
CS(=O)(=O)N1CCN(c2ccc(C(=O)NC3C4CC5CC(C4)CC3C5)cc2[N+](=O)[O-])CC1 (stereo not given),9.7,-1.7,-5.6,29.4,7.0,-0.4,0.4,-1.3,-3.9

# A second format for 3 compounds above:
canonical_smiles	NPY2 pot ag	NCF1 inh	NPY Y1 blocker	NPY-Y1 PAM-ag	BaF3 tox	Ba/F3 V617F tox	S1P4 ag	S1P4 antagonist	CHOP inh
COC(=O)C(C(=O)Nc1cccc(Cl)c1C)C1CCCC1 (stereo not given)	8.3	1.8	5.6	0.2	-2.3	-4.6	0.5	-16.6	-26.7
CS(=O)(=O)N1CCN(c2ccc(C(=O)NC3C4CC5CC(C4)CC3C5)cc2[N+](=O)[O-])CC1 (stereo not given)	9.7	-1.7	-5.6	29.4	7.0	-0.4	0.4	-1.3	-3.9
C=CCNC(=O)c1c(N)n(-c2cccc(S(N)(=O)=O)c2)c2nc3ccccc3nc12	21.0	-11.7	-9.7	-2.1	6.0	0.8	2.7	-1.6	24.4

# (list continues)
SMILES,NPY2 pot ag,NCF1 inh,NPY Y1 blocker,NPY-Y1 PAM-ag,BaF3 tox,Ba/F3 V617F tox,S1P4 ag,S1P4 antagonist,CHOP inh
CCc1ccc(CCC(=O)Nc2sc3c(c2C#N)CCCC3)o1,-27.4,-21.3,8.3,-36.5,3.2,1.1,0.7,8.7,x
C=CCC(O)(CC=C)C(C)N (stereo not given),-6.1,1.2,6.7,11.0,3.7,-1.6,3.2,-8.4,4.1
CC(C)(C)OC(=O)N1CCN(c2ccc(NC(=O)Cn3nnc(-c4ccccc4)n3)cc2)CC1,4.9,0.9,-5.1,-2.6,7.7,3.8,-1.5,0.0,12.6
COC(=O)Cn1c(C)c(C#N)c2ccccc21,-3.7,2.6,-1.6,-19.4,1.2,-5.3,0.1,-8.8,37.8
COc1ccc(/C=N/Nc2nc3ccccc3s2)cc1O,-11.1,x,-4.3,8.0,3.2,4.5,-0.7,-7.3,21.5
CCN(Cc1ccccc1)C(=O)CN1C(=S)NC(C)(C)CC1C (stereo not given),13.5,-19.8,4.7,0.5,2.7,3.8,-0.6,-2.3,12.2
O=C(c1ccccc1)c1nc[nH]c1C(=O)Nc1ccccn1,-13.7,-15.7,6.5,4.1,3.5,10.3,0.5,-11.5,23.4
CCCC(=O)Nc1ccc(Cl)c(NC(=O)c2cccc(OC)c2)c1,-3.9,-16.0,5.3,-11.1,11.5,-1.0,-1.0,4.3,14.0
Clc1ccc(N2CCN(c3cnc4ccccc4n3)CC2)cc1,-8.8,-5.9,11.1,-13.5,2.4,-0.4,0.3,1.2,-29.3
O=C(CCn1nnc2ccccc21)N1CCN(c2ccccc2)CC1,2.5,3.2,0.5,-4.1,-0.6,-5.0,-0.1,-8.5,3.4
CCCCc1ccc(NC(=O)c2c(C)noc2C)cc1,-5.4,-10.5,3.7,-40.7,3.7,-1.4,-0.6,-6.5,47.4
COc1ccc2nc(N3CCCC3)[nH]c2c1,-6.3,-5.4,-1.8,-6.9,1.9,-0.2,1.2,-0.6,-0.1
O=C(NCCc1c[nH]c2ccccc12)/C(=C\c1ccco1)NC(=O)c1ccco1,-0.6,-8.1,4.0,-2.6,4.5,1.3,0.2,-6.4,-14.8
O=S(=O)(NCCc1ccccc1)c1ccc(S(=O)(=O)N2CCCCC2)cc1,7.5,-3.5,-0.9,8.1,-3.5,-0.2,3.1,2.9,19.6
COc1cc(CNC(=O)C2CCCN2S(=O)(=O)c2ccccc2)cc(OC)c1OC (stereo not given),6.7,-4.3,7.2,-8.9,6.5,3.9,2.4,-25.5,2.4
Cc1cc(C)c(C(=O)Cn2cnc3cc([N+](=O)[O-])ccc3c2=O)cc1C,-6.0,-30.3,7.8,0.3,8.0,-0.1,1.4,-9.2,10.2
Cc1cc(C(=O)N/N=C/c2ccc(OC(=O)c3ccccc3Br)cc2)n[nH]1,16.8,-7.6,-2.7,23.1,7.0,-1.3,1.0,-5.9,49.4
COc1cc(C(=O)OCC(=O)NC2CCS(=O)(=O)C2)c([N+](=O)[O-])cc1OC (stereo not given),-9.0,-4.5,2.4,12.8,-0.1,-3.2,1.3,-1.9,-11.1
COC(=O)CCCC(=O)NC(C)c1cnn(-c2ccccc2C)c1C (stereo not given),3.5,-14.5,1.9,-0.4,8.2,-0.9,9.7,-10.9,-14.5
CCOC(=O)N1CCN(c2cc(=O)n(Cc3ccc(F)cc3)c(=O)[nH]2)CC1,8.9,4.5,-1.8,0.4,-0.8,-2.9,-1.8,-10.5,13.0
Cc1cc(/C=N\NC(=O)CC(=O)NC2CCCCC2)c(C)n1-c1cccc(Cl)c1Cl,-6.9,-9.9,0.1,2.1,-0.4,-3.3,0.5,-20.1,63.3
COc1cc(/C=N/NC(N)=O)cc(Br)c1OCc1ccc(C)cc1,-4.3,-3.8,10.2,17.8,2.8,-2.4,2.1,2.6,82.5*
C(=C\c1cc(/C=C/c2ccccc2)ncn1)/c1ccccc1,-2.7,-1.9,2.7,13.0,-0.3,-2.8,2.3,-7.5,32.4
COCCNC(=O)c1ccccc1NC(=O)Cc1ccccc1[N+](=O)[O-],-3.8,-5.4,0.7,5.5,3.5,-6.1,234.7*,-0.5,4.2
CCNC(=O)C1=C(O)c2sccc2N(C)S1(=O)=O,4.0,-4.3,-1.5,-26.1,9.6,4.4,-2.2,13.2,2.5
CCCNC(=O)NC(=O)CSc1ccc2c(c1)OCCO2,-2.0,-6.3,4.9,-12.0,6.4,-0.2,-0.2,-10.2,-24.6
Cc1cccc(C)c1NC(=O)CN1C(=O)NC(C)(CCc2ccccc2)C1=O (stereo not given),-4.3,-14.0,3.6,-4.4,3.6,-1.0,-0.1,-3.8,9.6
Cc1cc(NC(=O)Cn2c(=O)n(CCCCC(=O)NC3CCN(Cc4ccccc4)CC3)c(=O)c3ccccc32)n[nH]1,7.1,-3.1,2.1,16.2,9.7,0.6,1.0,-11.9,1.6
Cn1c(NC(=O)C2CCCO2)cc(=O)n(C)c1=O (stereo not given),3.8,0.1,-4.9,-1.1,7.8,0.5,-1.6,-10.2,22.2
COC(=O)C(C)Sc1ccc2nnc(-c3cccc(F)c3)n2n1 (stereo not given),-6.9,7.7,0.5,-8.2,3.5,-2.3,1.2,6.9,-7.2
CCCCCNCc1ccc(Br)cc1,-2.6,-1.6,7.6,1.7,-0.5,0.3,0.4,-19.5,25.8
O=C(COc1ccc(Cl)cc1)NCCN1CCCCC1,-1.4,-2.5,7.6,-6.5,4.0,-0.8,-1.0,1.1,3.8
CCCC1(C(=O)O)NC(c2cccc(OC)c2O)C2C(=O)N(c3ccccc3)C(=O)C21 (stereo not given),-1.8,3.1,2.5,11.8,2.1,1.1,0.9,-6.9,-3.1
COc1ccc(CCNC(=O)CCS(=O)(=O)c2ccc(C)cc2)cc1OC,-10.8,5.4,5.2,20.4,-0.3,-5.4,-4.1,16.6,36.5
